High-throughput results: PubChem BioAssay, Sanford-Burnham Center for Chemical Genomics
TIM10 inh – inhibits growth of TIM10 yeast strain; S. cerevisiae TIM10 strain growth, BacTiter-Glo luminescence, 24 h; inhibition, % at 10 µM; 1.4% of 330,000 active; AID 463195;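 active means inhibition of 40% or more at the single tested concentration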;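 further: wild-type TIM10 isogenic control strain grown at permissive 25 °C; 0% = DMSO yeast wells and 100% = minimal medium wells without yeast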
hIAP inh – human IAP inhibition | purified IAP, CDP-Star luminescence, 30 min | P09923 | inhibition, % at 10 µM | 0.12% of 330,000 active;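 active means inhibition reaching a set limit with compound at 10 µM in the primary screen, cut at about 35% in these data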;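 further: plate controls were DMSO wells with enzyme for no effect and no-enzyme buffer wells for full effect; values of inactives mirror those of a sister screen read the other way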
Target sequence (P09923 whole entry, looked up): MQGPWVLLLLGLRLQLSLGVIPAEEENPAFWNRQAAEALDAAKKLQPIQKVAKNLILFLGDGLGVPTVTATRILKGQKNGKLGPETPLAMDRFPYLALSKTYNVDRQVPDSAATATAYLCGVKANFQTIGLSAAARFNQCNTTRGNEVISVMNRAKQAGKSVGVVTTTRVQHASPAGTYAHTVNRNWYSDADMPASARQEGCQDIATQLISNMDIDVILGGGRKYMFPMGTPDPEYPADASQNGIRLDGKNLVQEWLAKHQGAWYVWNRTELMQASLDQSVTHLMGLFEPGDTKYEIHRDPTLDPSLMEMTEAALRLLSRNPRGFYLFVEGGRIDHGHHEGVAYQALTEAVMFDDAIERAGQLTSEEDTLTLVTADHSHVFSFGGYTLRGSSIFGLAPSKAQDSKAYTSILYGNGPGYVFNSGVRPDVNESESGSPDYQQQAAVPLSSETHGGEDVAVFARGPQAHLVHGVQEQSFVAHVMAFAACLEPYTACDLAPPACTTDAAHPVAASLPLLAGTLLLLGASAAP
mIAP block – mouse IAP inhibition | purified mouse IAP, CDP-Star luminescence, 30 min | AID 2806 | 0.2% of 330,000 active | inhibition, % at 10 µM;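 active means inhibition of at least 40% at 10 µM in the primary screen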;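 further: plate controls were DMSO with enzyme for no effect and no enzyme wells for full effect; values of inactives mirror those of a sister screen read the other way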
Apaf1 inhib – inhibitors of human Apaf-1 apoptosome; O14727; inhibition, % at 20 µM; reconstituted apoptosome caspase-3 activity, DEVD-Rh110 fluorescence; 0.71% of 330,000 active; active means inhibition of at least 40% at 20 µM;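 further: plate controls were DMSO wells for no effect and DEVD-CHO caspase inhibitor wells for full effect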
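Material: reconstituted apoptosome with Apaf-1, cytochrome c, caspase-9, procaspase-3, dATP / Buffer or medium: pH 7.5 Hepes buffer with CHAPS, BSA, DTT / Also added: cytochrome c with DEVD-Rh110 / Schedule: compound with Apaf-1, dATP, procaspase-3 30 min, then 50 min reaction, room temperature / Technique: rhodamine 110 fluorescence at Ex 480/Em 540 nm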
NLRP3 yeast inh – blocks the NALP3 inflammasome reconstituted in yeast; 0.39% of 330,000 active; AID 2825; inhibition, % at 10 µM; Yeast reconstituted NLRP3/ASC/caspase-1, beta-gal luminescence, 24 h;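 active means inhibition of 50% or more; inactive means inhibition below 50%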;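 further: plate controls were induced DMSO wells for no effect and uninduced yeast grown without galactose for full effect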
mIAP activ – mouse IAP activation. muIAP, CDP-Star luminescence, 30 min; active compounds read high; 1 = vehicle-only enzyme signal, 0 = enzyme-free wells. activation factor at 10 µM. 0.24% of 330,000 active;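 active means activation factor of at least 2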; further: the source names both 10 and 20 µM as test concentration; values of inactives mirror those of a sister screen read the other way
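Assay system: mouse IAP enzyme; Reagent: CDP-Star chemiluminescent phosphatase substrate; Compound: DMSO-dissolved test compounds; Incubation: 30 min, room temperature; Technique: luminescence from enzymatic CDP-Star hydrolysis; Controls: DMSO-only wells and no-enzyme negative control.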
ATG4B inhibitor – blocks human ATG4B protease cleavage of LC3 substrate | ATG4B cleavage of LC3-PLA2, NBD-HPC fluorescence, 1 h | inhibition, % at 8.33 µM | 0.51% of 340,000 active; in the data active means inhibition above about 40%
Target sequence (Q9Y4P1 whole entry, looked up): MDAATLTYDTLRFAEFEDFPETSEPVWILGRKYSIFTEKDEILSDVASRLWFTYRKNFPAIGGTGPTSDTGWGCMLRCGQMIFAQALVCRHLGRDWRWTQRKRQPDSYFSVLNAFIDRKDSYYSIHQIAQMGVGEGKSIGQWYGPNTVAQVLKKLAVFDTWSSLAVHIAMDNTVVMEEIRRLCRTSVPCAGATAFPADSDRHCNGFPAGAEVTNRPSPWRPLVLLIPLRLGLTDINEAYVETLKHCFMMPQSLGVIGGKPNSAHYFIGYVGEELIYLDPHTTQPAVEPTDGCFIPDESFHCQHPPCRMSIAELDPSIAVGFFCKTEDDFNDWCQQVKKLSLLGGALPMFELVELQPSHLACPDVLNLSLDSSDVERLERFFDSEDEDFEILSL
tim10-1 inh – inhibits growth of tim10-1 mutant yeast; S. cerevisiae tim10-1 ts strain growth, BacTiter-Glo, 24 h; inhibition, % at 20 µM; 2.2% of 330,000 active;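 active means inhibition of at least 40%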;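 further: mutant grown at 25 °C; 0% = DMSO wells with yeast and 100% = wells holding no yeast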
hIAP act – increases human intestinal alkaline phosphatase activity. activation factor at 10 µM. purified human IAP, CDP-Star luminescence, 30 min; active compounds read high; 1 = vehicle-only enzyme, 0 = enzyme-free background. 0.16% of 330,000 active;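 active means activation factor of the enzyme at least 2-fold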; further: the source names both 10 and 20 µM as test concentration; values of inactives mirror those of a sister screen read the other way
An asterisk follows results filed as active.

Under each structure – TIM10 inh, hIAP inh, mIAP block, Apaf1 inhib, NLRP3 yeast inh, mIAP activ, ATG4B inhibitor, tim10-1 inh, hIAP act
CN1CCN(CC(=O)Nc2ccc(S(=O)(=O)N(C)C)cc2)CC1
 : -8, 9, 1, 2, 13, 0.99, 2, 6, 0.91
O=C(CSc1ncn[nH]1)Nc1ccnc2ccccc12
 : 15, -11, -1, -4, 26, 1, -9, -21, 1.1
O=C(CN1CCN(Cc2ccccc2)CC1)Nc1ccc(F)c(F)c1
 : -10, 6, -10, 1, 34, 1.1, 2, -17, 0.94
CCOC(=O)c1cnc2c(OC)cccc2c1Oc1ccccc1
 : 5, 9, 6, 6, -16, 0.94, -3, 17, 0.91
CCSc1cc(N2CC(C)OC(C)C2)nc(-c2ccccc2Cl)n1 (stereo not given)
 : -2, -1, -8, 17, 8, 1.1, 10, 15, 1
COCCCNC(=O)CSc1nc2ccccc2c(=O)n1CCCC(=O)NCC1CCCO1 (stereo not given)
 : -15, 6, -4, 3, -1, 1, 1, 7, 0.94
CCCc1cc(=O)oc2c3c(c4c(c12)OC(C)(C)C=C4)OC(C)C(C)C3O (stereo not given)
 : -20, 14, 18, 53*, -9, 0.82, 1, 11, 0.86
Cn1cc(Br)c(C(=O)n2cc(Br)cn2)n1
 : 4, 4, 4, -8, 12, 0.95, 6, -6, 0.96
CSc1ccccc1NC(=O)CN(C)C(=O)Cc1c[nH]c2ccccc12
 : -1, -6, 2, 0, 20, 0.98, -5, -18, 1.1
C=CCC[C@@H](Cc1ccc(F)cc1)C(=O)OC[C@@H](C)NC(=O)[C@@H](CC=C)CC(=O)N[C@H](CO)Cc1ccccc1
 : 11, 8, -16, 29, -2, 1.2, -8, 12, 0.92
O=[N+]([O-])c1ccc(CN2CCN(Cc3c[nH]c4ccccc34)CC2)cc1
 : 7, 3, 8, 3, 28, 0.92, -3, 9, 0.97
CCn1c(=S)sc2c(=O)n(CC(=O)Nc3ccccc3)c(C)nc21
 : 16, -10, 0, 10, 2, 1, -7, 14, 1.1
Cc1c(OCc2ccccc2)c(=O)ccn1Cc1ccccc1
 : 3, -4, 6, 5, 12, 0.94, -16, 7, 1
CCOc1ccc(NC(=O)CCC(=O)O)cc1
 : -5, -4, -8, -3, -5, 1.1, -11, 3, 1
C=CCSc1nc2sc(C)c(C)c2c(=O)n1CC=C
 : -15, -3, -4, 25, 4, 1, 30, 14, 1
Cc1ccc2c(c1)-c1c(cnn1CC(=O)Nc1ccccc1N1CCN(C)CC1)CO2
 : -1, 12, 0, 20, 5, 1, -4, 8, 0.88
O=C(Nc1ccccc1N(C(=O)c1ccco1)S(=O)(=O)c1cccs1)c1ccco1
 : 23, -74, 2, -16, -4, 0.98, -1, 30, 1.7
O=C(COC(=O)c1ccccc1SCC(=O)N1CCCC1)NC1CCS(=O)(=O)C1 (stereo not given)
 : -12, -22, 1, 3, -9, 0.99, -5, -9, 1.2
COc1ccc(NC(=O)NNC(=O)c2cc3ccccc3cc2O)cc1
 : -4, -134, 6, 11, 11, 0.94, -8, -6, 2.3*
Cc1cc(C)c(NC(=O)Nc2ccccc2)c(C)n1
 : 12, -13, -10, -1, 10, 1.1, -3, -1, 1.1
COc1ccc(/C=C/C(=O)OCCNC(=O)c2ccncc2)cc1OC
 : 1, -15, 1, 2, -7, 0.99, -7, 3, 1.2
OCC[C@@H]1C[C@@H](O)[C@H](O)[C@@]2(CCCCO2)O1
 : -3, 14, -4, 3, 19, 1, -4, -7, 0.86
CC(C)C1Oc2ccccc2N(CC(=O)N(C)C2CCCCC2)C1=O (stereo not given)
 : 17, 5, 8, 4, 9, 0.92, 0, 19, 0.95
COc1ccc(-c2nnc(SCC(=O)Nc3cccc(Cl)c3)o2)cc1
 : 8, 18, 1, -4, 4, 0.99, 4, 6, 0.82
CN1/C(=C\C(=O)COC(=O)c2ccc(O)cc2)C(C)(C)c2ccccc21
 : -9, 5, -4, -1, -2, 1, -1, -6, 0.95
Cc1occc1C(=O)Nc1cc(C(F)(F)F)ccc1Cl
 : 0, 6, -12, 12, 6, 1.1, -10, 10, 0.94
Cc1ccc(Cl)cc1N1CCN(Cc2cc3c(cc2O)CCC3)CC1
 : 12, 14, 10, 11, 13, 0.9, 3, 23, 0.86
Cc1cc(C)cc(NS(=O)(=O)c2ccc3[nH]c(=O)ccc3c2)c1
 : -4, 4, 9, 3, 11, 0.91, 1, -7, 0.96
COc1ccc(S(=O)(=O)N2CCNCC2)cc1OC
 : -1, -5, -7, 12, 21, 1.1, -6, 13, 1
O=CNC(=O)c1ccccc1C(=O)O
 : 1, 14, 6, -8, 8, 0.94, -12, 10, 0.85
CN(C)CCCCOc1ccc(Br)cc1Cl
 : -17, -3, 12, -7, -4, 0.88, 0, 19, 1
CCCc1nc2ccc(NC(=O)c3ccco3)cc2c(=O)n1Cc1ccc(Cl)cc1
 : 14, -10, 4, 28, 7, 0.96, 0, 14, 1.1
O=S(=O)(c1ccc(Cl)cc1)N1CCN(C(=S)NCC2CCCO2)CC1 (stereo not given)
 : 3, -25, 11, 7, 17, 0.89, -2, 5, 1.2
Cc1ccc2[nH]c3c(c2c1)CCCC3NCCO (stereo not given)
 : 5, -10, 0, 16, 21, 1, -11, 2, 1.1
CCC(=O)N1CCc2cc(S(=O)(=O)N3CCN(C(=O)c4ccco4)CC3)ccc21
 : 16, 0, 7, -2, -3, 0.93, -7, 20, 1
Cc1cc(-c2ccc(S(=O)(=O)N3CCN(c4cccc(C)c4C)CC3)s2)on1
 : 8, 23, -2, 18, 6, 1, -1, 1, 0.77
CCCc1cc(=O)[nH]c(SCC(=O)c2cc(C)n(C3CC3)c2C)n1
 : 4, 7, 0, 16, 13, 1, 11, 30, 0.93
COc1ccccc1NC(=O)/C(=C\c1cccnc1)NC(=O)c1ccccc1
 : 3, 14, -1, 3, 19, 1, -4, -3, 0.86
Cc1nc(C(C)NC(=O)c2cc(COc3ccc(F)c(F)c3)on2)cs1 (stereo not given)
 : 7, -16, 4, 3, 17, 0.96, 28, 21, 1.2
Cc1ccc(S(=O)(=O)N2CCC(=O)N(C(COCc3ccc(C(F)(F)F)cc3)Cc3ccccc3)CC2)cc1 (stereo not given)
 : 20, -18, -4, 20, 16, 1, -13, 18, 1.2
CCCCn1c(=O)[nH]c2ccccc21
 : -3, -8, 4, 7, 5, 0.96, -5, -12, 1.1
C=CCC(NCc1ccco1)c1ccc(OC)c(OC)c1 (stereo not given)
 : -8, 11, 5, 2, 1, 0.95, -1, 18, 0.89
O=C(NCc1ccccc1)C1=C[C@@H](c2csc3ccccc23)C[C@@H](OCCCCO)O1
 : 18, 5, 4, 19, 7, 0.96, 6, 31, 0.95
Cc1ccc(C(=O)N(C)CC(=O)Nc2ccc(N3CCOCC3)cc2)s1
 : 9, -3, 11, 3, 15, 0.89, 0, -9, 1
N#CC1(C#N)CC(C=O)=C(N)C1(C#N)CC(=O)C12CC3CC(CC(C3)C1)C2 (stereo not given)
 : 48*, 5, -2, 10, -8, 1, -6, 40*, 0.95
CCOc1ccccc1OCCCC(=O)N(C)CC(=O)Nc1cc(C)ccc1C
 : 17, 9, 4, 5, 8, 0.96, 6, 12, 0.91
S=C(c1ccc(-c2cccc(Cl)c2)o1)N1CCOCC1
 : 15, 5, 20, -8, 0, 0.8, -4, 32, 0.95
Cc1ccnc(NC(=O)c2ccc([N+](=O)[O-])o2)c1
 : 55*, 0, 9, -5, -5, 0.91, -12, 64*, 1
CCCCOP(=O)(c1ccc(N(C)C)cc1)C(O)c1ccc(C(C)C)cc1 (stereo not given)
 : 27, 2, -3, 24, -61, 1, 8, 27, 0.98
Cc1ccc(-n2nc3c(N4CCC(C(=O)N5CCCCCC5)CC4)nnc(C)c3c2C)cc1
 : 6, -10, -1, 5, 1, 1, 71*, -3, 1.1

Shown as labelled records: part of the list above
> Cc1ccnc(NC(=O)c2ccc([N+](=O)[O-])o2)c1
  TIM10 inh = 55*
  hIAP inh = 0
  mIAP block = 9
  Apaf1 inhib = -5
  NLRP3 yeast inh = -5
  mIAP activ = 0.91
  ATG4B inhibitor = -12
  tim10-1 inh = 64*
  hIAP act = 1
> CCCCOP(=O)(c1ccc(N(C)C)cc1)C(O)c1ccc(C(C)C)cc1 (stereo not given)
  TIM10 inh = 27
  hIAP inh = 2
  mIAP block = -3
  Apaf1 inhib = 24
  NLRP3 yeast inh = -61
  mIAP activ = 1
  ATG4B inhibitor = 8
  tim10-1 inh = 27
  hIAP act = 0.98

Other compounds follow:
Under each structure – TIM10 inh, hIAP inh, mIAP block, Apaf1 inhib, NLRP3 yeast inh, mIAP activ, ATG4B inhibitor, tim10-1 inh, hIAP act
O=C(CN1C(=O)CSc2ccccc21)N/N=C/c1ccco1
 : -10, -19, -7, -2, 0, 1.1, -12, -7, 1.2
Cc1cc2ccccc2n1CCC(=O)O
 : -7, -7, -4, 0, 14, 1, -5, -4, 1.1
CN(C)S(=O)(=O)N1CCN(c2ccc([N+](=O)[O-])c(N3CCOCC3)c2)CC1
 : 10, 1, -2, 4, 1, 1, -1, 1, 0.99
Cc1c([N+](=O)[O-])c([N+](=O)[O-])nn1CC(=O)NCCc1ccccc1
 : -10, 15, 4, 0, 17, 0.96, 5, -1, 0.85
Cc1ccccc1CN1CCN(S(=O)(=O)c2ccc(F)cc2)CC1
 : 21, 4, 2, 17, 8, 0.98, -9, 35, 0.96
CC(C)CC(=O)Nc1ccc2c3c(cccc13)CC2
 : -5, 1, 24, 1, 23, 0.76, 1, 16, 0.99
CCCCNS(=O)(=O)c1ccc(NC(=O)c2cccs2)cc1
 : 17, -2, -4, 19, 27, 1, 1, 0, 1
O=C(c1ccc(S(=O)(=O)Nc2ccc(F)cc2)cc1)N1CCN(C(=O)c2ccco2)CC1
 : 18, 0, 2, 17, 8, 0.98, -7, -1, 1
COc1ccccc1OC1OC2COC(c3ccco3)OC2C(O)C1NC(C)=O (stereo not given)
 : -19, -1, -1, 9, 2, 1, 0, -6, 1
Cc1cccc(N(CC(=O)NC(C)C)C(=O)CCC(=O)Nc2nccs2)c1
 : -3, -5, 6, 8, 14, 0.94, -3, -4, 1.1
O=C(Nc1nc2ccccc2[nH]1)c1ccc([N+](=O)[O-])cc1
 : 16, -9, 28, -5, 20, 0.72, 1, 3, 1.1
Cc1cc(C)n(CC(=O)c2cccc([N+](=O)[O-])c2)n1
 : 12, 4, -1, -8, 10, 1, -4, 17, 0.95
Cc1ccc(S(=O)(=O)NCCNC(=O)CN2CCCC2)cc1
 : 0, -13, -2, -3, -1, 1, -20, 7, 1.1
